Mm-Cpn inhibitor – M. maripaludis TRiC chaperonin inhibition; Potency, µM (series often up to 76.9 µM), without a hit: top-dose activity, negative = inhibition, actives largely listed as inhibitors; 330,000 compounds, 0.031% hits; purified Mm-Cpn ATPase, ADP Transcreener TR-FRET; active = well fitted inhibition curve with a large enough effect; also: nearly all actives have a fitted effect of over 80% in size
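ATPase read-out: TR-FRET ADP immunoassay (anti-ADP Eu cryptate vs ADP-d2), ex 320 nm, em 590/665 nm; signal drops as ADP forms. Enzyme 25 nM, ATP 10 uM, 30 min at 37°C after 10 min compound preincubation.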
* marks the source's active call; other numbers are inactive results; [ ] = remark or other dose. % is scaled to controls: 0 for no effect and ±100 for the full control effect; potency is read from the fitted curve at half-maximal effect. Only part of the results is shown, so the mix of outcomes need not match the whole.

A first look (three entries):
Mm-Cpn inhibitor	molecule
-3%	c1ccc(-c2cc(-c3nc(-c4cccnc4)no3)c3ccccc3n2)cc1
2%	CCCCn1c(SCC(N)=O)nnc1-c1cc(OC)c(OC)c(OC)c1
1%	Cc1cc(C)nc(/N=C(/NC(=O)Nc2ccc(Cl)c(Cl)c2)Nc2ccccc2)n1

The whole of this part (from the top)
Mm-Cpn inhibitor	molecule
-3%	c1ccc(-c2cc(-c3nc(-c4cccnc4)no3)c3ccccc3n2)cc1
2%	CCCCn1c(SCC(N)=O)nnc1-c1cc(OC)c(OC)c(OC)c1
1%	Cc1cc(C)nc(/N=C(/NC(=O)Nc2ccc(Cl)c(Cl)c2)Nc2ccccc2)n1
-5%	COc1ccccc1C1C=C(c2ccc(Cl)cc2)Nc2nc(NS(C)(=O)=O)nn21 (stereo unspecified)
-2%	O=c1c2cccc3c(N4CCOCC4)ccc(c32)c2nc3ccccc3n12
0%	O=c1c2ccccc2nnn1CSc1nnc2sc3ccccc3n12
-1%	O=Cc1cccc(OC(=O)c2ccc(Cl)cc2Cl)c1
0%	Cc1ccccc1NC(=O)c1cnc(Nc2nc3ccccc3s2)nc1C
0%	COc1ccc(C2Nc3ccccc3C(=O)N2Cc2ccccc2)cc1COc1ccc(Cl)cc1Cl (stereo unspecified)
1%	C=C1/C(=C\C=C2/CCC[C@]3(C)[C@@H]([C@H](C)CCCC(C)(C)O)CC[C@@H]23)C[C@@H](O)C[C@@H]1O
0%	O=C(Nc1ccc(S(=O)(=O)N2CCCCCC2)cc1)c1[nH]ncc1[N+](=O)[O-]
3%	Cc1cc(NC(=O)CSc2ccc(-c3ccc4c(c3)OCO4)nn2)no1
-21%	O=C(CSc1nnnn1-c1ccc(O)cc1)N1N=C(c2ccc3ccccc3c2)CC1c1ccccc1 (stereo unspecified)
-13%	O=c1[nH]c(CSc2nc3ccccc3s2)nc2cc(Cl)ccc12
-3%	O=C(Nc1ccccn1)c1ccc2nc(-c3ccccc3)c(-c3ccccc3)nc2c1
2%	CC(C)Oc1ccc(-c2nn(-c3ccccc3)cc2/C=c2\sc3ncnn3c2=O)cc1
-1%	CCc1nc2c(sc3nc(N4CCOCC4)c4c(c32)CC(C)(C)OC4)c(=O)o1
0%	Cc1ccn(C(=O)c2cc3ccccc3oc2=O)n1
-1%	CC(O)CCC(=O)NNC1=CC(=O)CC(C)(C)C1 (stereo unspecified)
-12%	C#CCOCCOCCOCCNc1nc(N2CCN(C(=O)Cn3cc(CCCN=C(N)N)nn3)CC2)nc(N2CCN(C(=O)Cn3cc(CCCN=C(N)N)nn3)CC2)n1
-1%	Cc1cc(NCCN2CCCCC2)n2c(nc3ccccc32)c1C#N
-2%	CC1CCCCN1C(=O)Cn1cc(/C=C2/C(=O)Nc3ccccc32)c2ccccc21 (stereo unspecified)
-1%	CCC(=Nc1ccccc1)C1=C(O)CC(C)(C)CC1=O
-2%	COC(=O)CCC(=O)OC1(C)C(=O)C2=CN(C(CO)CO)C(c3ccc(OC)cc3)=CC2=C(Br)C1=O (stereo unspecified)
1%	CCc1ccc2nc(N3C(=O)c4oc5ccccc5c(=O)c4C3c3ccc(OC)c(OC)c3)sc2c1 (stereo unspecified)
-4%	CCOC(=O)C1=C(C)N=C2c3ccccc3C(=O)C2C1c1ccc(Br)cc1 (stereo unspecified)
1%	CCC(=O)NNC(=O)CCC(=O)Nc1ccccc1
1%	CCOc1ccc(C2=NNC(c3cccs3)=Nc3ccc(OCC)cc32)cc1
1%	NC(=O)[C@@H]1CCCNc2c(I)cc([N+](=O)[O-])cc2C(=O)N[C@@H](CCCN=C(N)N)C(=O)N[C@@H](CCCN=C(N)N)C(=O)N1
1%	CCOC(=O)N/N=C(/C)c1ccc([N+](=O)[O-])o1
-20%	CCn1c(CSc2nnc(-c3cccnc3)n2-c2ccccc2C)nc2cc(C(=O)O)ccc21
2%	CCCS(=O)(=O)Nc1ccc(-c2ccc3nnc(C)n3n2)cc1
0%	COC(=O)c1ccc(Oc2nc(NC(C)(C)C)nc(N3CCOCC3)n2)cc1
-5%	Cc1ccc(CNC(=O)c2cc3c(=O)n4cccc(C)c4nc3n(CC3CCCO3)c2=N)cc1 (stereo unspecified)
-2%	COc1ccc(N2CCN(C(=O)c3ccc4c(c3)[nH]c(=S)n3c5ccccc5nc43)CC2)cc1
-6%	CC(=O)Nc1ccc(Cc2nc3c([nH]2)c(=O)n(C)c(=O)n3C)cc1
0%	N#C/C(=C\c1ccc(C#N)cc1)C(=O)N1CCCC1
-1%	CCN(CC)c1ccc2cc(/C(N)=N/NC(=O)c3cccs3)c(=O)oc2c1
1%	Cc1cc(Cl)ccc1N=Cc1c(O)n(C)c(=O)n(C)c1=O
1%	CCCCCCN(C(=O)CCCCCN1C(=O)NC(c2ccccc2)C(C(=O)OCc2ccccc2)=C1C)C(C(=O)NCCCC)c1ccc(OCC(=O)OC)c(C(=O)OC)c1 (stereo unspecified)
-1%	CCCCCC(=O)Nc1cccc(C2=NOC3(C2)C[C@H](C(N)=O)N(C(=O)CC#N)C3)c1 (stereo partly specified)
2%	N#Cc1nc(-c2ccc(F)cc2)oc1NCCCn1ccnc1
2%	O=C(CC1Nc2ccccc2NC1=O)Nc1ccccc1NC(=O)CC1Nc2ccccc2NC1=O (stereo unspecified)
1%	CC1CCCN(C(=O)Cn2nnc(-c3ccc([N+](=O)[O-])cc3)n2)C1 (stereo unspecified)
-9%	O=C(/C(N=Nc1cccc([N+](=O)[O-])c1)=C(/O)c1ccc(Br)cc1)C(F)(F)F
-2%	COc1cccc(NC(=O)C(c2ccccc2)N2CCNC(=O)C2)c1 (stereo unspecified)
-1%	NC(=O)C1CCN(c2nc(-c3cccc(Br)c3)cs2)CC1
1%	OCc1cn(Cc2ccc(O)c3ncccc23)cn1
-2%	CC1(C)CC(=O)C(C=Nc2cccc(/N=C/C3=C(O)CC(C)(C)CC3=O)n2)=C(O)C1
-9%	COc1cc(/C=C2\C(=N)N3N=C(S(C)(=O)=O)SC3=NC2=O)ccc1OS(=O)(=O)c1ccccc1
0%	COc1cccc2cc(C(N)=O)/c(=N/NC(=O)COc3ccc(Cl)cc3)oc12
-1%	Cc1ccc2nc(-c3ccc(N4C(=O)CC(N5CCC(C(N)=O)CC5)C4=O)cc3)sc2c1 (stereo unspecified)
1%	CN(C)C=Nc1ccccc1C1C=NNC1=O (stereo unspecified)
0%	O=C(Nc1cc2cc([N+](=O)[O-])ccc2oc1=O)c1cccs1
0%	COC(=O)CCC(=O)Oc1ccc(OC(=O)CCC(=O)OC)cc1
0%[15.4 µM]	N#Cc1ccc2c(c1)C[C@]1(c3ccsc3)Oc3c(c(=O)oc4ccccc34)C2O1
-3%	Cc1ccc(C)c(CN2C(=O)C3CCCN3c3ccc(S(=O)(=O)N4CCOCC4)cc32)c1 (stereo unspecified)
-9%	Cc1ccc(C)n1-c1cccc(C(=O)O)c1
1%	COc1cc([N+](=O)[O-])ccc1-c1ccc(/C=N/NC(=O)c2ccccc2O)o1
1%	CC(Cc1ccccc1)(NC(=O)CN)c1ccccc1 (stereo unspecified)

Next part
Mm-Cpn inhibitor	molecule
1%	CCn1cc(C(=O)NC2CCC(C)CC2)c(=O)c2cc(S(=O)(=O)N3CCCCC3)ccc21 (stereo unspecified)
-2%	CC1(c2ccccc2)ON(c2ccccc2C(F)(F)F)C1=O (stereo unspecified)
-5%	Cc1cc(C(C)C)n2c(nc3ccccc32)c1C#N
-1%	CC(C)[C@H](NC(=O)[C@H](CC(=O)O)NC(=O)[C@H](CCCCN)NC(=O)[C@@H](N)CCCN=C(N)N)C(=O)N[C@@H](Cc1ccc(O)cc1)C(=O)O
0%	CCn1cc(C(=O)Nc2ccccc2)c(=O)c2ccc(C)nc21
0%	CC(=O)c1ccc(-c2ccccc2[C@H]2[C@H]3C=CC[C@@H](C)[C@@H]3C(=O)N2Cc2ccccc2)cc1
-2%	CCn1cc(C(=O)Nc2ccc(C)cc2C)c(=O)c2ccc(C)nc21
-25%	O=C(N=c1ccn(-c2nc3ccccc3nc2NS(=O)(=O)c2ccc(Cl)cc2)cc1)c1ccccc1Cl
1%	CCCn1c(=O)c2ccccc2n2c(SCN3C(=O)c4ccccc4C3=O)nnc12
-3%	O=C(OCC#CCNc1nnc(-c2cccc3ccccc23)o1)c1cccs1
1%	COc1cc([C@@H]2c3cc4c(cc3[C@@H](NC3CCN(Cc5ccccc5)CC3)[C@H]3COC(=O)[C@H]23)OCO4)cc(OC)c1O
-2%	Cc1ccc(C2CC(C(F)(F)F)n3nc(C(=O)NCC4CCCO4)cc3N2)cc1 (stereo unspecified)

Retrieved one by one from the entries so far:
Mm-Cpn inhibitor	molecule
2%	CCCS(=O)(=O)Nc1ccc(-c2ccc3nnc(C)n3n2)cc1
-2%	Cc1ccc(C2CC(C(F)(F)F)n3nc(C(=O)NCC4CCCO4)cc3N2)cc1 (stereo unspecified)
-3%	O=C(Nc1ccccn1)c1ccc2nc(-c3ccccc3)c(-c3ccccc3)nc2c1
-2%	O=c1c2cccc3c(N4CCOCC4)ccc(c32)c2nc3ccccc3n12

The list continues:
Mm-Cpn inhibitor	molecule
-1%	COc1ccc(S(=O)(=O)N(CC(=O)NCc2cccnc2)c2ccc(F)cc2)cc1OC
-4%	Cc1nc(SCc2ccccc2F)c2cnn(-c3ccccc3)c2n1
-3%	Cc1nc2sc3c(c2c2nc(-c4ccco4)nn12)CCCC3
2%	COc1cc2nc(CN3CCN(c4ncc(C(F)(F)F)cc4Cl)CC3)[nH]c(=O)c2cc1OC
0%	COC(=O)c1ccc2c(c1)N(Cc1nc(-c3cccc(C)c3)oc1C)C(=O)C1CCCN21 (stereo unspecified)
0%	C#CCOCCOCCOCCNc1nc(N2CCN(C(=O)CCCCCCCCCCNC(=O)[C@H](CCCCN)n3cc(C)nn3)CC2)nc(N2CCN(C(=O)CCCCCCCCCCNC(=O)[C@@H]([C@H](C)CC)n3cc(CCCCCN)nn3)CC2)n1
2%	CCc1ccccc1NC(=O)CSc1nc(-c2ccccc2)nn1C(=O)c1cccc([N+](=O)[O-])c1
1%	CCOc1ccc2nc(Cl)c(C3CC(c4ccccc4)=NN3C(=O)c3ccco3)cc2c1 (stereo unspecified)
-1%	Cc1cc(C)c2c(n1)nn1c(NCCCn3ccnc3)cc(C)nc21
-1%	Cc1ccc(NC(=O)C2CCCCC2)c(O)c1
1%	COc1ccc(C[C@@H](NS(=O)(=O)c2ccc(C(=O)O)cc2)C(=O)O)cc1
0%	CCCCCCN(C(=O)CCCCCN1C(=O)NC(c2ccc(-c3ccccc3)cc2)C(C(=O)OCc2ccccc2)=C1C)C(C(=O)NCCCC)c1ccc(OCC(=O)OC)c(C(=O)OC)c1 (stereo unspecified)
-1%	O=C(N/N=C/c1ccc(Cl)cc1Cl)C1CCN(c2ncc(C(F)(F)F)cc2Cl)CC1
-1%	CC(=O)Nc1nc2c(ncn2COCCOC(C)=O)c(=O)[nH]1
2%	CCc1nn(CC(=O)NCCCN(CC)c2cccc(C)c2)c(=O)c2cc3occc3n12
0%	COc1cccc(C2C(C(=O)c3sc(C)nc3C)=C(O)C(=O)N2CCN(C)C)c1OC (stereo unspecified)
5%	Oc1c(Cl)cc(Cl)cc1Sc1cc(Cl)cc(Cl)c1O
-1%	Cn1c2ccccc2c(=O)c2c(=O)n(Cc3ccco3)c(-c3ccc(C(C)(C)C)cc3)nc21
-3%	Cn1c2cc(Br)sc2c2cnn(Cc3ccc(F)cc3)c(=O)c21
-1%	CSC1=C(C#N)C2(CCCC2)C(C#N)=C(N)N1
-1%	CC1CCC(NC(=O)c2ccc(/C=C3\Oc4ccccc4N(C)C3=O)cc2)CC1 (stereo unspecified)
-4%	CCCOc1ccc(C2C(C(=O)c3ccc(C)o3)=C(O)C(=O)N2Cc2cccnc2)cc1 (stereo unspecified)
-3%	O=S(=O)(c1ccc2c(c1)OCCO2)N1CCN(S(=O)(=O)c2ccc3c(c2)OCCO3)CC1
0%	O=C(N/N=C/c1ccco1)c1cc(C2CC2)nc2ccccc12
-1%	COc1ccc(C2C(C(=O)c3cc4cccc(OC)c4o3)=C(O)C(=O)N2CCCN(C)C)cc1OC (stereo unspecified)
1%[15.4 µM]	COc1cc2c(cc1OC)C1O[C@](c3ccsc3)(C2)Oc2cc(-c3ccccc3)oc(=O)c21
0%	CC12CC(NC(=O)N1c1cccc(C(=O)NCc3ccccc3)c1)c1ccccc1O2 (stereo unspecified)
-5%	COc1ccc(C)cc1NC(=O)c1cc2cc3ccc(C)cc3nc2o1
-7%[15.4 µM]	N#Cc1ccc2c(c1)C[C@]1(c3ccsc3)Oc3c(c(=O)oc4ccc(F)cc34)C2O1
-4%	Cc1ccccc1OCC(O)Cn1c(NCCN(C)C)nc2c1c(=O)n(C)c(=O)n2C (stereo unspecified)
-1%	O=C(Nc1ccccc1C(=O)N1CCNCC1)c1ccco1
0%	N#Cc1c[nH]n2c(=O)c3c(nc12)CCCC3
-8%	O=C(c1ccc(F)cc1)[C@@H]1[C@@H](C(=O)c2ccccc2)[C@@]2(C(=O)Nc3ccccc32)[C@H]2c3ccccc3C=CN12
1%	COCCNC(=O)CCCn1c(=O)c2cc(OC)c(OC)cc2n(CC(=O)c2ccc(Cl)cc2)c1=O
-1%	O=C(Nc1ccc(Cl)cc1)[C@@H]1[C@@H]2C(=O)N(c3ccc(Cl)cc3Cl)C(=O)[C@@H]2[C@H]2C=CC=NN21
2%	Cc1ccc(-n2cc(CN3CCC(CO)(Cc4ccccc4)CC3)cn2)cc1
2%	O=c1c2cc(-c3ccccc3)sc2nc2n1CCC2
1%	CCOc1ncccc1C(=O)NCc1ccccc1
-3%	Cc1ccc(N2CCN(c3cc(C)nc4c5c(C)cc(C)nc5nn34)CC2)cc1
-1%	O=C(CNC(=O)c1cccs1)NCCN1CCC(Cc2ccccc2)CC1
